Compound activity (PubChem)
Rv3671c protease – Rv3671c (M. tuberculosis) protease inhibition; inhibition, % at 5.96 µM; P9WHR9; hit rate 0.048% among 320,000; in the data active = inhibition above about 38%;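 note: extracellular domain of Rv3671c used as enzyme; 0% = enzyme with DMSO and 100% = no enzyme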
SARS 3CLpro inh – SARS-CoV 3CLpro protease inhibition | hit rate 0.14% among 290,000 | P0C6X7 | inhibition, % at 6 µM | recombinant SARS-CoV 3CLpro, quenched FRET peptide cleavage; in the data active = inhibition above about 12%
CCHFV vOTU inh – blocks the CCHF virus ovarian tumor domain protease | hit rate 0.55% among 370,000 | inhibition, % at 11.5 µM | CCHFV vOTU protease, Pep-AMC fluorescence; in the data active = inhibition above about 30%; note: 0% = vehicle wells with enzyme and 100% = no enzyme wells
Yp Topo-I inh – Y. pestis Topo-I inhibition via cleavage products. Y. pestis Topo-I cleavage product accumulation, plate reader. activity, % at 10 µM. hit rate 0.064% among 360,000. AID 504884; in the data active = activity above about 50%, passing the limit was not always enough; note: inactives centre near 2
TcdB inh – blocks C. difficile toxin B glycohydrolase activity. P18177. TcdB glycohydrolase enzymatic assay, plate reader. inhibition, % at 9.99 µM. hit rate 0.24% among 350,000. AID 652162; in the data active = inhibition above about 10%
Target sequence (P18177 whole entry, looked up): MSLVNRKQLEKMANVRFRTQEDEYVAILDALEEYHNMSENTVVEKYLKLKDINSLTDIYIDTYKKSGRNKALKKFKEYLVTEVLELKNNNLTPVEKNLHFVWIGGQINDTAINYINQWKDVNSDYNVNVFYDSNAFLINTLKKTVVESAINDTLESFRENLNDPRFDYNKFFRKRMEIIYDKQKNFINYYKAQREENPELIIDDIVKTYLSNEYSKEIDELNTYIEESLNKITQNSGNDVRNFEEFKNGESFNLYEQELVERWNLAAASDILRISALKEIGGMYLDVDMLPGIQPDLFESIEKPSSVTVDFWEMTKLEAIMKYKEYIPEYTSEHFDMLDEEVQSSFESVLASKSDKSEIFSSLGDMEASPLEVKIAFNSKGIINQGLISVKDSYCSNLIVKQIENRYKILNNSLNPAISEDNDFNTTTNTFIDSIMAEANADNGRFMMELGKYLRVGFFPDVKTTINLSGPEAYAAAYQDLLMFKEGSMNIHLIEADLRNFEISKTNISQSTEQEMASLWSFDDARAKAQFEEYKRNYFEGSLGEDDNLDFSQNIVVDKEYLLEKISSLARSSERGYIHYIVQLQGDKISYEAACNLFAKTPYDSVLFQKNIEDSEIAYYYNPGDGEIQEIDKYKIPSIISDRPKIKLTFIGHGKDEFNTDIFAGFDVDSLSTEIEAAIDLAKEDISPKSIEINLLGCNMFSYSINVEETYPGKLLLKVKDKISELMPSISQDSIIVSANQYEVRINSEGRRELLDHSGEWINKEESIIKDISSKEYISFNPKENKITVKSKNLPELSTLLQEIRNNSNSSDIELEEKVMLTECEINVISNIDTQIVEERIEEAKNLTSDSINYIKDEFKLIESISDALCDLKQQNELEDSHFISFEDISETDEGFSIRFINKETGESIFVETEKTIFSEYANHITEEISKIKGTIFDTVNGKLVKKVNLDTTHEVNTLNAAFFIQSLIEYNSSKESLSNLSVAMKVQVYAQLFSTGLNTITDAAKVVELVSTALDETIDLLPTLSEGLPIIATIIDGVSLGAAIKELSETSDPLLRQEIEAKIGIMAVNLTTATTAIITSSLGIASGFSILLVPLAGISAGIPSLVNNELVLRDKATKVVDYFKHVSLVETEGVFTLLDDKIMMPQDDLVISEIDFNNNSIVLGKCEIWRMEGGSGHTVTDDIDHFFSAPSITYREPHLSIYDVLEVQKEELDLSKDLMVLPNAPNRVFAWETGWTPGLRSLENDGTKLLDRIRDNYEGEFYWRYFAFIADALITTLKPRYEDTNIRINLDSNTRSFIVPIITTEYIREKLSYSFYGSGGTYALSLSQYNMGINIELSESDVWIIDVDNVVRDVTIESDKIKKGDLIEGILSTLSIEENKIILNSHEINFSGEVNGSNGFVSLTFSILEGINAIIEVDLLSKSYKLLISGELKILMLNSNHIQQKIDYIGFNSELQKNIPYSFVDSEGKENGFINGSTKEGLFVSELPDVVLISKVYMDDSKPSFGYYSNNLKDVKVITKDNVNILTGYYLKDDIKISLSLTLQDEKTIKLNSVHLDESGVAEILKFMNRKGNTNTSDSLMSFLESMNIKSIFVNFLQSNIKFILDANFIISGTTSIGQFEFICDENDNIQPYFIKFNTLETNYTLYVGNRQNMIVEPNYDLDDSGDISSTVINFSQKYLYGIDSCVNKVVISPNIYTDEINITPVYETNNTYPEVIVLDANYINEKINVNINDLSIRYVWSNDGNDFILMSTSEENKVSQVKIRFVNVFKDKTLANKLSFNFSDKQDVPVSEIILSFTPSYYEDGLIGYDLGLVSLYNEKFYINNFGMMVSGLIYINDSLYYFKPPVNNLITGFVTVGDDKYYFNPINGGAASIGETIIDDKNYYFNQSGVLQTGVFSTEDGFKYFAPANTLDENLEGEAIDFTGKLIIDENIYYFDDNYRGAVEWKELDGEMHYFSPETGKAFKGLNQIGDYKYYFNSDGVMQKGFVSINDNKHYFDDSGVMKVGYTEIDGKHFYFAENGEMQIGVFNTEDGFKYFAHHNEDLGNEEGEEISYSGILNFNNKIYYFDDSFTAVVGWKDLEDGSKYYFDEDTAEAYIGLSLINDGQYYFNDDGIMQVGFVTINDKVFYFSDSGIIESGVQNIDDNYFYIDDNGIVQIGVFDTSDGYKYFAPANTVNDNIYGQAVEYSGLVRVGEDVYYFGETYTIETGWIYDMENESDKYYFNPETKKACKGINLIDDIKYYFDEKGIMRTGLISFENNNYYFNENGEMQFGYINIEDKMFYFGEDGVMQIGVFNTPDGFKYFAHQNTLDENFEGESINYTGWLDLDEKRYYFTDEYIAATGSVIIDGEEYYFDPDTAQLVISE
PrPC surface inh – inhibitors of human cell surface prion protein PrPC | P04156 | TR-FRET read-out | inhibition, % at 13.8 µM | hit rate 0.43% among 370,000; in the data active = inhibition above about 24%; note: 0% = median of the test wells and 100% = reference compound wells
DUSP3 inh – DUSP3 (human) phosphatase inhibition | P51452 | recombinant VHR phosphatase, pNPP absorbance | inhibition, % at 13.3 µM | hit rate 0.52% among 290,000; in the data active = inhibition above about 50%; note: some compounds called inactive have numbers as strong as hits
SSB-PriA inh – inhibitors of Klebsiella pneumoniae PriA binding to SSB C-terminal tail. AlphaScreen SSBct-PriA binding, biotinylated peptide. inhibition, % at 33 µM. hit rate 0.6% among 430,000; in the data active = inhibition mostly above about 37%, no sharp cut-off; inactive = mostly below about 20%;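 note: plate controls were negative control peptide for no effect and reference peptide for full effect; strong numbers were not always called active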
MazF activator – activators of E. coli MazEF toxin-antitoxin RNase; activation, % at 20 µM; hit rate 0.32% among 350,000; AID 504720; P0AE70; FAM/BHQ RNA-DNA oligo cleavage fluorescence, 5 h; in the data active = activation above about 50%
Vc quorum ag – induces V. cholerae light production without autoinducers; V. cholerae BH1578 lux reporter, luminescence, 6 h; activation, % at 18.7 µM; hit rate 0.16% among 350,000; in the data active = activation mostly above about 9.7%, no sharp cut-off; note: not every result past the cut was called active; inactives centre near 0; reference of the scale not given here
An asterisk follows results filed as active; i = inactive; · = not tested or not shown; & = joins results of further samples. Only part of the results is shown (hit frequency here may not be typical).

canonical_smiles	Rv3671c protease	SARS 3CLpro inh	CCHFV vOTU inh	Yp Topo-I inh	TcdB inh	PrPC surface inh	DUSP3 inh	SSB-PriA inh	MazF activator	Vc quorum ag
CCOC(=O)N1CCC(NC(=O)CCC(=O)N2CC(C)Oc3ccccc32)CC1 (stereo not given)	-4	1	0	4	·	-3	3	-2	-8	5.9
CC1CCCN(C(=O)C(=O)c2cn(CC(=O)N3CCCCCC3)c3ccccc23)C1 (stereo not given)	-3	-6	2	17	0.7	12	10	-4	5	2.5
Cc1ccc(-n2c(SCC(=O)NC3CCS(=O)(=O)C3)nc3ccccc3c2=O)cc1C (stereo not given)	7	·	-8	2	1.6	0	·	-2	2	-0.7
CC(C)CNC(=O)COC(=O)c1cccc(S(=O)(=O)NCC(F)(F)F)c1	3	0	-4	9	0.7	-1	-1	-4	2	i
CN(C)CCCN1c2ccccc2Sc2ccc3ccccc3c21	·	·	8	-24	-1.2	-15	·	13	27	i
O=C(CCCCCn1c(=O)[nH]c2ccccc2c1=O)N1CCN(Cc2ccc3c(c2)OCO3)CC1	4	-3	-14	37	·	-5	21	-9	7	-0.4
CCN(c1ccccc1)S(=O)(=O)c1ccc(C(=O)Nc2ccc(C)cn2)cc1	-5	·	2	2	1.6	3	·	0	7	-4.2
COC(=O)c1sccc1NC(=O)c1ccc(OC)c(OC)c1	-2	-2	5	-6	·	2	-8	-16	5	i
O=C(CN(Cc1ccccc1)C(=O)c1ccc2c(c1)OCCO2)NCc1ccc2c(c1)OCO2	-12	0	6	15	·	-3	12	-6	-1	0.4
CCc1ccc(OCc2nnc(SCC(=O)N3CCN(c4ccccc4)CC3)o2)cc1	9	0	-2	34	·	-2	-1	2	2	i
COc1ccccc1C1CC2CCC(C1OC(C)=O)N2Cc1ccccc1 (stereo not given)	-3	-2	11	3	0.9	-1	30	10	0	-0.2
O=C(NC1(C(F)(F)F)NC(=O)N(c2ccc(F)cc2)C1=O)c1ccncc1 (stereo not given)	-12	-3	-2	-1	-0.1	-3	-6	-4	10	-0.3
O=C(O)CCn1cc(/C=C/C(=O)c2ccc(Cl)cc2)c(-c2ccc(Br)cc2)n1	-15	3	-4	21	1.0	9	26	-14	-6	-0.3
O=C(O)/C=C/c1ccc(S(=O)(=O)Nc2ccc(OCc3ccccc3)cc2)cc1	-13	5	7	-2	-1.1	9	4	-3	-4	-0.4
COc1ccc(C(C)(C)C)cc1NC(=O)CCn1[nH]c(=O)ccc1=O	6	·	-6	1	2.0	-6	·	-18	7	0.5
COc1ccc(NC(=O)C(NCC(C)C)c2ccccc2)cc1Cl (stereo not given)	-1	1	-4	-11	0.7	5	22	-20	0	i
CCOC(=O)N1CCN(CCC(=O)Nc2ccc(C)cc2)CC1	5	5	-5	-3	·	2	13	2	4	-0.7
CCC1Oc2ccccc2N(CC(=O)NCCCN2CCC(C)CC2)C1=O (stereo not given)	-11	2	-3	22	0.1	7	-6	2	2	5.0
NS(=O)(=O)c1cccc(NC(=O)COC(=O)CNC(=O)c2ccc(-c3ccccc3)cc2)c1	-33	·	-5	7	-0.6	-4	·	-5	2	i
Cc1c(C)c2c(OCC(=O)N3CCC[C@H]3C(=O)O)cc3c(c2oc1=O)CCC(C)(C)O3	-4	-3	-288	-1	1.5	-9	13	-6	-4	-0.4
Cc1noc(C)c1NC(=O)Nc1ccc2c(c1)C(=O)N([C@H](C)CO)C[C@H](C)[C@@H](CN(C)S(=O)(=O)c1c(C)noc1C)O2	2	·	5	13	·	6	·	-6	5	i
O=C(CNC(=O)c1ccccc1F)NCCc1ccccc1F	-2	·	8	0	1.5	-5	·	-9	-10	-0.3
C/C(=N\N1C(=O)CSC1=S)c1ccc(Br)cc1	-10	-4	9	0	-0.9	-5	26	·	16	-0.2
CCOC(=O)c1c(S(=O)(=O)NCC2CCN(Cc3cccc(F)c3)CC2)c(C)n(C)c1C	2	-2	14	21	-8.7	8	18	6	2	-3.1
N#Cc1cccc(NC(=O)c2cc(C3CCCCN3C(=O)c3ccccc3)on2)c1 (stereo not given)	·	·	17	15	-6.7	3	·	·	·	-0.7
Cc1cc(C)c(S(=O)(=O)Nc2cnc3ccccc3c2)c(C)c1	-8	7	4	13	1.3	8	23	0	0	0.2
COC(=O)c1ccc2c(c1)C(C)(C)C(/C=C/c1ccc(OC)c(OC)c1OC)=[N+]2C	-465	4	-3	13	·	12	6	-11	-48	i
COC(=O)CNC(=O)/C=C/c1cc(Br)ccc1OC	0	3	0	-1	1.1	-4	-1	-8	1	-0.2
N/C(=N\OC(=O)c1cccs1)c1ccccc1	-5	2	5	6	-1.5	5	-8	·	-3	i
COc1ccc(OCCCC(=O)NNC(=O)CCN2CCN(c3ccccc3)CC2)cc1	-3	0	-6	6	1.7	-1	6	-5	-1	-3.6
O=C(NC(=S)Nc1ccc2[nH]c(=O)[nH]c2c1)c1ccccc1Cl	-2	5	3	7	0.7	-2	18	2	17	i
COC(=O)c1c(C)[nH]c(C)c1-c1cccc([N+](=O)[O-])c1	-12	-2	-6	1	1.2	4	13	10	4	i
Cc1nc2c(sc3nc(N4CCOCC4)c4c(c32)CC(C)(C)OC4)c(-c2ccccc2)c1C(=O)O	-7	-4	-8	11	-0.7	3	1	6	14	0.7
COCCSc1nnc(NC(=O)c2ccc(NC(C)=O)cc2)s1	0	1	25	-2	1.8	0	11	-6	6	i
COc1ccc(NC(=O)COC(=O)CCC2CCCC2)c(OC)c1	8	·	12	32	0.8	-1	·	-7	5	0.7
Cc1cc(OCc2cc(C(=O)N(C)C(C)c3ccccn3)no2)cc(C)c1Cl (stereo not given)	-10	1	19	21	0.2	1	-10	-20	-8	-0.4
CNc1snc(C)c1C(=O)OC(C)C(=O)Nc1ccccc1 (stereo not given)	0	·	2	-1	-0.2	6	·	2	6	1.0
O=C(NCc1ccccc1)c1cc(S(=O)(=O)N2CCOCC2)ccc1F	-5	4	5	-9	·	6	27	-10	50*	i
CCc1ccc(NC(=O)CCC(=O)N2CCSc3ccccc32)cc1	-6	0	0	-1	2.2	11	9	-14	2	-0.2
CC1=C(C)C(=O)N(C(C)CCc2ccccc2)C1=O (stereo not given)	4	-5	-11	1	1.5	-6	4	-24	3	-0.4
Cc1ccc(Cl)cc1N1CCN(CC(=O)NC2CCCc3ccccc32)CC1 (stereo not given)	-10	5	15	19	0.1	4	-12	10	-5	-0.2
CC(=O)SCCC(=O)N1C(C)CCCC1C(=O)O (stereo not given)	-2	10	0	-1	·	6	15	-12	7	2.8
CC1CCCC(C)N1S(=O)(=O)c1ccc(NC(=O)CNCC2CCCO2)cc1 (stereo not given)	11	0	-2	-2	·	0	37	-31	0	1.4
CN(C(=O)COC(=O)c1cccc(F)c1)c1ccccc1	-2	5	-16	7	2.2	-2	21	0	2	-0.3
Cc1c(F)cccc1NC(=O)c1ccc2c(c1)CCN2S(C)(=O)=O	-7	-5	-12	-8	2.1	-2	49	1	-20	-0.1
CCCNC(=O)Cn1nc(C(F)(F)F)c2c1CCCC2	-2	10	8	6	·	6	13	-13	5	-7.1
Cc1ccc(C(=O)N2c3ccccc3OCC2C)cc1 (stereo not given)	1	1	-7	-2	0.6	7	20	-12	7	i
Cc1ccc(C(=O)Nc2ncccc2O)o1	6	·	4	1	-0.3	1	·	4	-1	i
COc1cc(CNn2cn[nH]c2=S)ccc1OCC(=O)NC(C)(C)C	3	8	-10	-11	0.7	-2	17	-2	-10	0.7
COc1cc(/C=C2\C[C@H]3[C@@H]4CC=C5C[C@@H](N6CCCC6)CC[C@]5(C)[C@H]4CC[C@]3(C)[C@H]2O)cc(OC)c1OC	·	·	-15	4	0.7	0	·	4	-39	0.8
COc1ccc(NC(=O)CCNS(=O)(=O)c2cccc3nsnc23)c(OC)c1	-3	-5	-1	-2	-1.4	-18	-1	9	4	-0.4
O=C1c2cccc3cccc(c23)C(=O)N1c1ccncc1	6	-3	-7	-11	·	-23	18	-7	4	·
Cc1cccc(C=NOCCc2ccccc2)n1	·	·	-1	11	1.5	1	·	-20	6	i
O=C(NCc1nnnn1-c1ccc(Cl)cc1)c1ccc2c(c1)OCO2	·	·	-3	5	-0.9	-3	·	·	-5	-0.5
Cc1cccn2c(=O)c(C=O)c(Nc3ccccc3)nc12	-7	2	·	5	·	·	12	-2	7	-0.1
O=C(NCc1cccnc1)Nc1ccccc1	3	1	-4	2	0.0	6	16	-13	5	-0.3
O=C(C[n+]1ccc(C(=O)c2ccccc2)cc1)Nc1ccc(C(F)(F)F)cc1	2	4	29	-12	0.0	-63	29	1	22	-0.3
Cc1ccc(S(=O)(=O)c2ccc(Cl)cc2)cc1S(=O)(=O)N1CCOCC1	5	-2	5	-3	·	-1	10	-26	6	-0.5
CN(C)c1ccc(N/C(=N\S(=O)(=O)c2cccs2)c2ccccc2)cc1	6	2	-3	4	-17	7	-8	·	4	i
O=C(C[N+]1(CC#Cc2ccccc2)CCOCC1)c1ccccc1	7	-2	3	6	0.3	-3	5	-8	7	-0.5

Given field by field: three of the compounds above
> Cc1c(F)cccc1NC(=O)c1ccc2c(c1)CCN2S(C)(=O)=O
- Rv3671c protease = -7
- SARS 3CLpro inh = -5
- CCHFV vOTU inh = -12
- Yp Topo-I inh = -8
- TcdB inh = 2.1
- PrPC surface inh = -2
- DUSP3 inh = 49
- SSB-PriA inh = 1
- MazF activator = -20
- Vc quorum ag = -0.1

> CCCNC(=O)Cn1nc(C(F)(F)F)c2c1CCCC2
- Rv3671c protease = -2
- SARS 3CLpro inh = 10
- CCHFV vOTU inh = 8
- Yp Topo-I inh = 6
- TcdB inh = ·
- PrPC surface inh = 6
- DUSP3 inh = 13
- SSB-PriA inh = -13
- MazF activator = 5
- Vc quorum ag = -7.1

> Cc1ccc(C(=O)N2c3ccccc3OCC2C)cc1 (stereo not given)
- Rv3671c protease = 1
- SARS 3CLpro inh = 1
- CCHFV vOTU inh = -7
- Yp Topo-I inh = -2
- TcdB inh = 0.6
- PrPC surface inh = 7
- DUSP3 inh = 20
- SSB-PriA inh = -12
- MazF activator = 7
- Vc quorum ag = i

Continued:
canonical_smiles	Rv3671c protease	SARS 3CLpro inh	CCHFV vOTU inh	Yp Topo-I inh	TcdB inh	PrPC surface inh	DUSP3 inh	SSB-PriA inh	MazF activator	Vc quorum ag
CC(=O)c1sc(NC(=O)c2ccc(F)c(F)c2)nc1C	1	1	2	1	·	-1	19	0	1	-0.4
O=C(NCC1CCCO1)c1onc(CSc2cccc3ccccc23)c1C(=O)O (stereo not given)	0	3	12	8	-0.7	5	25	-15	-11	-2.8
CC(=O)C1=C(O)C(=O)N(C)C1c1ccccc1[N+](=O)[O-] (stereo not given)	-17	-1	3	16	-0.5	-15	-5	6	-1	-0.5
C/C(=N\NC(=O)c1ccc(Cl)cc1)c1ccccn1	2	-1	3	5	1.6	12	21	·	2	i
Cc1ncoc1C(=O)Nc1ccccc1-c1ccccc1	4	0	2	-5	·	-4	29	-16	3	-0.4
O=C(N/N=C/c1ccccc1[N+](=O)[O-])c1ccc2c(c1)OCCO2	-7	-3	-5	-8	-0.3	-7	23	i	15	-0.1
Nc1cc([N+](=O)[O-])ccc1OCc1ccccc1	·	·	-5	4	4.2	-14	·	-1	6	i
Cc1ccc(C2=Nc3ccccc3SC(c3cccc([N+](=O)[O-])c3)C2)cc1 (stereo not given)	-6	1	-6	2	1.3	-4	35	-3	-4	-2.3
O=C(Nc1ccccc1)c1ccncc1	-1	-2	-6	-3	·	4	1	-11	3	i
O=C(Nc1ccc2c(c1)OCO2)c1cccc2c1C(=O)N(Cc1cccnc1)C2	7	1	15	-2	·	6	4	-13	1	-0.4
O=C(NCC1CCCCC1)c1cccnc1	-2	0	-12	14	0.5	1	1	0&-18	3	i
Cc1cc2cc3c(cc2nc1SCC(=O)O)CCC3	1	-5	6	-2	-1.3	12	11	0	-7	i
CC(=O)Nc1ccc(NC(=O)c2ccnn2C)cc1	2	·	-1	-3	0.9	-7	·	-5	3	-0.3
O=C(C1=C[C@@H](c2csc3ccccc23)C[C@@H](OCc2ccc(CO)cc2)O1)N1CCN(Cc2ccc3c(c2)OCO3)CC1	-26	0	5	28	1.7&-2.2&-0.7	-1	-15	8	-14	-3.0
